Screens as filed in PubChem.
GAA glycogen: inhibitors or activators of human alpha-glucosidase glycogen cleavage; Potency, µM (titrated, usually from 76.4 µM), inactives show at the highest dose activity change, negative = inhibition, usual class: inhibitors; recombinant GAA, glycogen substrate, Amplex Red glucose oxidase fluorescence; hit rate 0.38% among 300,000; AID 2100; P10253; active = well fitted inhibition curve with a large enough effect;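 also: 0% = full enzyme reaction and -100% = no-enzyme basal signal; the screen sought inhibitors and activators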
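qHTS, 1536-well; enzyme 4 nM final; cpd up to 77 uM; substrate bovine liver glycogen 30 ug; 50 mM citrate/phosphate pH 5.0, 0.01% Tween-20; 37 C, 40 min; Amplex Red detection 45 min RT; Hill fit → AC50.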
The depositor's hits bear a star; [ ] = remark or other dose. Potency is read from the fitted curve at half-maximal effect. These rows are one share of the data (hit frequency here may not be typical).

SMILES	GAA glycogen
O=C(CSc1nnc(CNC(=O)c2ccc(F)cc2)o1)NCC1CCCO1 (stereo not drawn)	-5%[76.3 µM]
CCOC(=O)N1CCN(CCC(=O)Nc2cccc(F)c2)CC1	1%[76.3 µM]
COc1ccc(CNC(=O)CS(=O)Cc2nc(-c3ccc(OC)c(OC)c3)oc2C)cc1 (stereo not drawn)	-8%[76.3 µM]
CC(C)C(=O)Nc1ccc2nc(SCC(=O)N3CCCC3)sc2c1	-8%[76.3 µM]
Cc1ccc(S(=O)(=O)N(C)c2ccc(C(=O)NCc3cccnc3)cc2)cc1	-14%[76.3 µM]
CCC(=O)Nc1ccccc1-c1nc2ccccc2n(C(C)C(=O)Nc2ccc(OC)cc2)c1=O (stereo not drawn)	1%[76.3 µM]
CCNC(=O)C(=O)Nc1cc2c3c(c1)CCC(=O)N3CCC2	5%[76.3 µM]
COc1ccc(/C=C(/C#N)c2nc(-c3ccc(Br)cc3)cs2)cc1	6%[76.3 µM]
CC(=O)Nc1ccc(S(=O)(=O)N2CCCC(C(=O)N3CCN(c4ccccc4)CC3)C2)cc1 (stereo not drawn)	-3%[76.3 µM]
COc1cccc(-c2nc(CS(=O)(=O)CC(=O)NCCc3cc(OC)ccc3OC)c(C)o2)c1	1%[76.3 µM]
CCOC(=O)C1CCCN(C(=O)Cn2nc(C)c3c(C)n(-c4ccccc4)nc3c2=O)C1 (stereo not drawn)	-7%[76.3 µM]
CC(C)(C)c1ccc(C(=O)Nc2ccc3nc(SCC(=O)N4CCCC4)sc3c2)cc1	7%[76.3 µM]
CCC(=O)Nc1nnc(S(=O)(=O)N(CC)c2cc(C)cc(C)c2)s1	2%
Cc1ccc(Cl)cc1N1CCN(S(=O)(=O)c2c(C)nc3scc(C)n3c2=O)CC1	1%
Cc1cccc(C)c1NC(=O)CCS(=O)(=O)c1cccc2nonc12	0%
CCOC(=O)N1CCc2c(sc3c2c(=O)n(-c2ccc(Cl)cc2)c(=O)n3CC(C)C)C1	12%[76.3 µM]
COc1ccc(-c2nnc(SCC(=O)Oc3cccc(C)c3C)o2)cc1	13%[76.3 µM]
CCOc1ccc(-c2nnc(SCC(=O)Nc3ccccc3C(F)(F)F)o2)cc1	-4%[76.3 µM]
Cc1ccc(NC(c2ccc(Cl)cc2)c2nnc(-c3cccc(F)c3)o2)cc1C (stereo not drawn)	1%[76.3 µM]
O=C(NN1CC(C(=O)OCc2ccc(Cl)cc2Cl)CC1=O)c1ccccc1 (stereo not drawn)	-9%[76.3 µM]
COc1cccc(NC(=O)Nc2cccc(C)n2)c1	-5%
Cc1ccccc1-n1ncc2c1CC(C)(C)CC2NC(=O)CN1CCCC1=O (stereo not drawn)	0%[76.3 µM]
Cc1cccc(Oc2nc3c(c(=O)n(C)c(=O)n3C)n2C)c1C	1%[76.3 µM]
Cc1cccc(C(=O)Nc2nnc(S(=O)(=O)N3CCC(C)CC3)s2)c1	17%[76.3 µM]
COc1ccc(CCNC(=O)CSc2nnc(CNC(=O)c3c(F)cccc3Cl)o2)cc1OC	-6%[76.3 µM]
COCCNC(=O)CSc1nc(-c2ccccc2)[nH]c1-c1ccc(OC)cc1	8%[76.3 µM]
Cc1ccc(S(=O)(=O)N(Cc2nc(-c3cccc(C)c3)no2)C2CCCCC2)cc1	7%[76.3 µM]
CCOc1ccccc1NC(=O)CN(CCc1ccccc1)S(=O)(=O)c1ccc(C)cc1	-10%[76.3 µM]
Cc1ccc(C(=O)N(Cc2ccco2)Cc2sccc2C)cc1	-12%[76.3 µM]
CCOC(=O)c1c(C)[nH]c(C)c1S(=O)(=O)N(C)CC(=O)Nc1ccccc1OC	-1%[76.3 µM]
C=CCN1C(=O)CSC1=Nc1ccc(NC(C)=O)cc1	-5%[76.3 µM]
O=S(=O)(NCCN1CCOCC1)c1ccc(F)c(Cl)c1	-1%
Cc1ccc(NC(=O)C2CCN(S(=O)(=O)c3cccnc3)CC2)cc1C	-7%[76.3 µM]
Cc1cccc(NC(=O)C2CC2c2ccccc2)c1C (stereo not drawn)	18%[76.3 µM]
CCOC(=O)N1CCN(Cc2nc3ccc([N+](=O)[O-])cc3c(=O)n2-c2ccc(OC)cc2OC)CC1	4%
Cc1ccc(C(=O)OC(C)C(=O)NCc2ccc3c(c2)OCO3)cc1S(=O)(=O)N1CCOCC1 (stereo not drawn)	-1%[76.3 µM]
COc1ccc(NC(=O)N2CCCC(C(=O)NCc3ccccc3F)C2)cc1 (stereo not drawn)	8%[76.3 µM]
O=C(NCc1ccc2c(c1)OCO2)Nc1cccc(Cl)c1	-11%[76.3 µM]
CC(C)OC(=O)Cn1c(-c2ccccc2)c(-c2ccccc2)nnc1=O	0%[76.3 µM]
CCCc1nnc(NC(=O)Cc2coc3ccc(C)cc23)s1	-6%[76.3 µM]
COc1cccc(N2CCN(c3ncnc4c3nc3n4CCCCC3)CC2)c1	-12%[76.3 µM]
CCOC(=O)c1ccc(NC(=O)CC2C(=O)N(c3ccc(F)cc3)C(=O)N2Cc2ccc(C)cc2)cc1 (stereo not drawn)	-8%[76.3 µM]
O=C(O)CN1C(=O)/C(=C\c2cccc(OC(=O)c3ccco3)c2)SC1=S	2%
COc1ccccc1CNC(=O)c1cn(C)c2ccc(S(=O)(=O)N3CCC(C)CC3)cc2c1=O	-6%[76.3 µM]
CCOc1cccc(C2/C(=C(/O)c3ccc4c(c3)CC(C)O4)C(=O)C(=O)N2Cc2cccnc2)c1 (stereo not drawn)	5%[76.3 µM]
COc1ccc(OC)c(NC(=O)c2cc(-c3cc(C)cc(C)c3O)n[nH]2)c1	0%
CN1C(=O)/C(=C/c2ccc(OCc3ccc(F)cc3)cc2)N(C)C1=S	11%[76.3 µM]
COc1ccc2[nH]c3c(c2c1)CCN1C(=O)N([C@@H](C)C(=O)NC2CCCC2)C(=O)[C@]31C	-4%[76.3 µM]
Nc1c(-c2nc(-c3ccc(Cl)cc3)no2)nnn1-c1ccc(C(F)(F)F)c(Cl)c1	0%[76.3 µM]
O=C(CCn1c(=O)oc2ccccc21)Nc1ccc(N2CCOCC2)cc1	-10%
COc1ccc(NS(=O)(=O)c2c(C)[nH]c(C)c2C(=O)N2CCCCC2)cc1Cl	-3%[76.3 µM]
COc1ccc(OC)c(/C=C2\SC(=S)N(NS(=O)(=O)c3ccc(C)cc3)C2=O)c1	-2%
O=C(CCc1ccccn1)N1CCCC(N2CCN(c3cccc(C(F)(F)F)c3)CC2)C1 (stereo not drawn)	-4%[76.3 µM]
Cc1ccc(OCCn2c(-c3ccc(Br)cc3)nc3ccccc3c2=O)cc1C	-15%[76.3 µM]
Oc1ccccc1-c1cc(-c2ccc(F)cc2)n[nH]1	9%[76.3 µM]
O=C(NC1CCCCC1)c1ccc2snnc2c1	0%
CSc1nc(NNC=O)cc(Oc2ccc(NC(C)=O)cc2)n1	-13%[76.3 µM]
Cc1cccc(NC(=O)C2Cc3ccccc3O/C2=N\O)c1 (stereo not drawn)	-8%
CCC(=O)c1c[nH]c(C(=O)NCc2ccccc2OC)c1	3%
CCOc1ccccc1NC(=O)CN(c1ccc(Cl)cc1)S(C)(=O)=O	-3%[76.3 µM]

An excerpt of these results, in markdown.
| compound | GAA glycogen |
| --- | --- |
| COc1ccc(OC)c(NC(=O)c2cc(-c3cc(C)cc(C)c3O)n[nH]2)c1 | 0% |
| CN1C(=O)/C(=C/c2ccc(OCc3ccc(F)cc3)cc2)N(C)C1=S | 11%[76.3 µM] |
| COc1ccc2[nH]c3c(c2c1)CCN1C(=O)N([C@@H](C)C(=O)NC2CCCC2)C(=O)[C@]31C | -4%[76.3 µM] |
| Nc1c(-c2nc(-c3ccc(Cl)cc3)no2)nnn1-c1ccc(C(F)(F)F)c(Cl)c1 | 0%[76.3 µM] |
| O=C(CCn1c(=O)oc2ccccc21)Nc1ccc(N2CCOCC2)cc1 | -10% |
| COc1ccc(NS(=O)(=O)c2c(C)[nH]c(C)c2C(=O)N2CCCCC2)cc1Cl | -3%[76.3 µM] |
| COc1ccc(OC)c(/C=C2\SC(=S)N(NS(=O)(=O)c3ccc(C)cc3)C2=O)c1 | -2% |
| O=C(CCc1ccccn1)N1CCCC(N2CCN(c3cccc(C(F)(F)F)c3)CC2)C1 (stereo not drawn) | -4%[76.3 µM] |
| Cc1ccc(OCCn2c(-c3ccc(Br)cc3)nc3ccccc3c2=O)cc1C | -15%[76.3 µM] |
| Oc1ccccc1-c1cc(-c2ccc(F)cc2)n[nH]1 | 9%[76.3 µM] |
| O=C(NC1CCCCC1)c1ccc2snnc2c1 | 0% |
| CSc1nc(NNC=O)cc(Oc2ccc(NC(C)=O)cc2)n1 | -13%[76.3 µM] |
| Cc1cccc(NC(=O)C2Cc3ccccc3O/C2=N\O)c1 (stereo not drawn) | -8% |

The list continues.
SMILES	GAA glycogen
CCn1c(C)c(C2N3CC4(C)CN2CC(C)(C3)C4=O)c2ccccc21 (stereo not drawn)	-2%[76.3 µM]
CCOC(=O)N1CCN(Cc2nc3cc(NC(=O)c4cccc(C)c4)ccc3n2C(C)C)CC1	2%[76.3 µM]
COc1ccc(N2CCN(C(=O)c3oc4c(c3C)C(=O)CCC4)CC2)cc1	5%
CNc1ccc(S(=O)(=O)NCC(=O)NCCCc2ccccc2)cc1[N+](=O)[O-]	-9%[76.3 µM]
COc1cc(C(=O)Nc2cc3c(cc2C)n(C)c(=O)c(=O)n3C)cc(OC)c1OC	17%[76.3 µM]
Cc1ccccc1CNCCCSc1ncccn1	-4%[76.3 µM]
O=C1C(=O)N(CCCN2CCOCC2)C(c2ccc([N+](=O)[O-])cc2)/C1=C(\O)c1ccc2c(c1)OCCO2 (stereo not drawn)	-6%[76.3 µM]
Cc1ccc2oc(=O)n(CCNC(=O)Nc3ccccc3C)c2c1	-12%[76.3 µM]
COc1ccc(-c2cc(C(=O)Oc3ccc(C)c(C)c3)c3ccccc3n2)cc1	1%[76.3 µM]
COc1ccc2oc(=O)cc(CN3CCN(C(=O)c4ccccc4Br)CC3)c2c1	-11%[76.3 µM]
CCn1c(=O)c2sccc2n2c(CCC(=O)Nc3ccc(F)cc3)nnc12	-3%[76.3 µM]
CN(C)c1ccc(/C=N/NC(=O)CN2CCCCC2)cc1Br	8%[76.3 µM]
COc1ccc(CNc2cc(C)cc(C)c2)cc1OC	0%[76.3 µM]
O=C(CNC(=O)c1ccc(Br)o1)NNC(=O)c1ccccc1F	4%[76.3 µM]
O=C(CN1CCN(c2ccccn2)CC1)Nc1ccccc1Br	0%
O=C(Nc1ccnn1C1CCN(C2CCC2)CC1)c1ccccc1	1%[76.3 µM]
Cc1cccc(/C(N)=N/OC(=O)CCCc2ccccc2)c1	6%[76.3 µM]
CCN(CC)CCN1C(=O)C(=O)/C(=C(/O)c2ccc(S(=O)(=O)N3CCOCC3)cc2)C1c1ccc(Cl)cc1 (stereo not drawn)	5%[76.3 µM]
CSc1ccc(CCNC(=O)Cn2ncc3c(=O)oc4ccccc4c32)cc1	-4%[76.3 µM]
CCOc1ccc(NC(=O)CSc2nnnn2C2CCCC2)cc1	-2%
Cc1ccc(N(C)S(=O)(=O)c2ccc3[nH]c(=O)ccc3c2)cc1	-3%[76.3 µM]
COc1ccc(CCNC(=O)Cc2c(C)c3cc4c(C(C)(C)C)coc4c(C)c3oc2=O)cc1OC	12%[76.3 µM]
O=c1c2oc3ccccc3c2n(Cc2ccccc2Cl)c(=O)n1Cc1ccc2c(c1)OCO2	-10%[76.3 µM]
CC(=O)c1ccc(N2CCN(C(=O)CCc3ccccc3)CC2)cc1	-11%[76.3 µM]
O=C(CC(Cc1ccccc1)C(=O)O)Nc1ccc(Cl)c(Cl)c1 (stereo not drawn)	4%
COc1ccccc1NC(=O)CCSc1nc(C)cs1	1%[76.3 µM]
O=C(CCc1c[nH]c2ccccc12)NCc1cccc(Cl)c1	8%[76.3 µM]
COc1ccccc1NC(=O)C1=C(C)Nc2nc(SCc3ccccc3C)nn2C1CC(C)C (stereo not drawn)	10%[76.3 µM]
O=C1c2ccccc2NC(c2cccc([N+](=O)[O-])c2)N1CCc1ccccc1 (stereo not drawn)	5%
Cc1cccc(NC(=O)Cc2ccc(Br)cc2)n1	2%[76.3 µM]
CN(CC(=O)NCc1ccccc1)Cc1cccc(F)c1	3%
Cc1ccc(CN2CCN(C(=O)CCc3ccccc3)CC2)cc1	-1%[76.3 µM]
O=C(N/N=C/c1ccccn1)c1ccncc1	3%
Cc1c(Cl)cccc1NC(=O)Cn1c(=O)n(Cc2ccco2)c(=O)c2sc3ccccc3c21	-11%[76.3 µM]
Cc1ccc(NC(=O)Nc2ccc(Cl)c(Cl)c2)nc1	3%
COc1cccc(C(=O)Nc2cccc3cccnc23)c1OC	-11%[76.3 µM]
COc1ccc(NC(=O)NC2(C(=O)N3CCN4CCCC4C3)CCCCC2)cc1 (stereo not drawn)	-3%[76.3 µM]
CCOc1ccc2oc(=O)cc(CN3CCN(c4ccc(OC)cc4)CC3)c2c1	-4%[76.3 µM]
CNS(=O)(=O)c1cccc(C(=O)OCC(=O)N2CCCC2)c1	0%
N#Cc1c(SCC(=O)Nc2ccccc2C(F)(F)F)sc2c(O)cc(=O)[nH]c12	2%
COc1ccc(-c2csc3nc(-c4ccc(F)cc4)oc(=O)c23)cc1OC	7%[76.3 µM]
Cc1ccc(S(=O)(=O)N(C)c2ccc(OCC(=O)N3CCCCC3)cc2)cc1	-10%[76.3 µM]
CCCC(C(=O)NC1CCCC1)N(Cc1ccc(OC)cc1)C(=O)c1snc(C(N)=O)c1N (stereo not drawn)	2%
Cc1ccc(C(=O)NNC(=O)CCCCC(=O)NNC(=O)c2ccc(C)cc2)cc1	3%[76.3 µM]
NC(=O)C1(N2CCCCC2)CCN(C(=O)Nc2ccc(Cl)c(Cl)c2)CC1	8%[76.3 µM]
